SENP1 FRET inh: SENP1 (human) catalytic domain inhibition; recombinant SENP1 catalytic domain, CyPet-SUMO1-YPet FRET cleavage; Q9P0U3; actives 0.21% (n = 360,000); inhibition, % at 10 µM; AID 624204;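 active = inhibition at least 30% at 10 µM, raw YFP signal under a set limit, fluorescence ratio 0.5 to 1.5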;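 note: 0% = enzyme with DMSO and 100% = no enzyme wells; some results filed as inactive read as strong as hits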
Target sequence (Q9P0U3 419-644 limits assumed): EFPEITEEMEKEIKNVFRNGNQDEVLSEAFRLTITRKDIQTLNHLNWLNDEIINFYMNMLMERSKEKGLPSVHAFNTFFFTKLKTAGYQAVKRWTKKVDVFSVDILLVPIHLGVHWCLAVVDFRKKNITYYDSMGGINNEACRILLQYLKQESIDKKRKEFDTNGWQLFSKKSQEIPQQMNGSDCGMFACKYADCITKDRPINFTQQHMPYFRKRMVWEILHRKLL
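Material – human SENP1 catalytic domain · Input – SENP1 enzyme, 20 pM final · Compound dosing – single concentration of 10 µM compound, 0.5% DMSO final · Timing – enzyme reaction for 50 min at room temperature, dark · Measured by – FRET fluorescence in CFP and YFP emission channels · Control set – no-enzyme wells low, DMSO-plus-enzyme wells high control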
SENP8 block: blocks human SENP8 cleavage of Nedd8 substrate | Q96LD8 | recombinant SENP8, Nedd8 substrate fluorescence | inhibition, % at 20 µM | actives 0.64% (n = 360,000); in the data active = inhibition mostly above about 40%, no sharp cut-off; inactive = mostly below about 27%
Target sequence (Q96LD8 whole entry, looked up): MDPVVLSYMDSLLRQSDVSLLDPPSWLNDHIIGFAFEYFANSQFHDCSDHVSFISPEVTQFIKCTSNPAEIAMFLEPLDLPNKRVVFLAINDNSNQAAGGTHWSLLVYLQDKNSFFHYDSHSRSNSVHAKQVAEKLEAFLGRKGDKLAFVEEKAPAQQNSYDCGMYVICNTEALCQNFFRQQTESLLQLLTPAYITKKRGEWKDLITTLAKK
SENP6 block: SENP6 protease inhibition; inhibition, % at 10 µM; Q9GZR1; actives 1.8% (n = 330,000); Recombinant SENP6 catalytic domain, aminoluciferin luminescence;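 active = inhibition above about 50% at the single tested dose, limit read from the data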;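 note: plate controls were DMSO wells with enzyme for no effect and DMSO wells lacking enzyme for full effect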
PfGluPho inh: PfG6PD (Plasmodium falciparum) enzyme inhibition; actives 0.78% (n = 350,000); inhibition, % at 20 µM; PfGluPho enzyme, NADPH resazurin-diaphorase fluorescence;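 active = inhibition reaching at least a set limit at 20 µM in the primary screen, cut at about 59% in these data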;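 note: 0% = DMSO wells with substrate and 100% = DMSO wells lacking glucose-6-phosphate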
MPTP inh: permeability transition pore inhibition; isolated mouse mitochondria, Ca2+ swelling absorbance, 30 min; actives 1.4% (n = 360,000); inhibition, % at 10 µM;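 active = inhibition of 50% or more, scaled per plate between neutral and stimulator controls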;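 note: 0% = DMSO wells given calcium and 100% = 1 mM EGTA wells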
hIAP act: increases human intestinal alkaline phosphatase activity | P09923 | activation factor at 10 µM | purified human IAP, CDP-Star luminescence, 30 min; hits give high values; 1 = vehicle-only enzyme, 0 = enzyme-free background | actives 0.16% (n = 330,000);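 active = activation factor of the enzyme at least 2-fold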; note: the source names both 10 and 20 µM as test concentration; values of inactives mirror those of a sister screen read the other way
Target sequence (P09923 whole entry, looked up): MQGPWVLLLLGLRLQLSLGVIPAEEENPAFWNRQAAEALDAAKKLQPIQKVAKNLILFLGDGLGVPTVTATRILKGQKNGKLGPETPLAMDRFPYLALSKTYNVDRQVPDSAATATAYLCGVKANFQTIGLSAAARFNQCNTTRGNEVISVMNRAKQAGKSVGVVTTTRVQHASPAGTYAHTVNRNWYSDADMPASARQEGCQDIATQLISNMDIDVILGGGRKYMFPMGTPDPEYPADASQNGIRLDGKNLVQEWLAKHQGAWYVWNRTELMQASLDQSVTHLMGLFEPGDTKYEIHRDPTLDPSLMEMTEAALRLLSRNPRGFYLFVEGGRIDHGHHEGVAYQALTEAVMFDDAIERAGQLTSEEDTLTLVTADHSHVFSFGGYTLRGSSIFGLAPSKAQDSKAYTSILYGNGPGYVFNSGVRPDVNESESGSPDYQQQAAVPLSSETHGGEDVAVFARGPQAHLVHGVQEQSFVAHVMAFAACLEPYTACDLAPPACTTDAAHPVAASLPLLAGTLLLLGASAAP
ATG4B inh: inhibitors of human ATG4B cysteine protease. ATG4B cleavage of LC3-PLA2, NBD-HPC fluorescence, 1 h. Q9Y4P1. inhibition, % at 8.33 µM. AID 504462. actives 0.51% (n = 340,000); in the data active = inhibition above about 40%
NR3A LBD binder: modulators (binders) of human NR3A ligand-binding domain; NR3A LBD differential scanning fluorimetry, Tm shift; 0% = protein alone, 100% = glycine-bound protein; Tm shift relative to glycine control, % at 25 µM; actives 2.5% (n = 340,000); AID 1259313;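 active = melting temperature shift of at least 10% of the positive control shift, at one fixed dose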
* = called active by the depositor; / = no result given.

no.	SMILES	SENP1 FRET inh	SENP8 block	SENP6 block	PfGluPho inh	MPTP inh	hIAP act	ATG4B inh	NR3A LBD binder
1	Cc1ccc(C(=O)NCc2ccco2)cc1S(=O)(=O)Nc1cccc(Cl)c1	1	12	-1	-28	5.6	1.3	3	-6
2	C/C(=N\OC(=O)c1ccccc1)c1c(C)nc2cc(C)ccn12	2	5	0	-6	-0.3	1.1	1	5
3	CCn1c(Cc2cccs2)nnc1SCC(=O)Nc1ccc(OC)c(OC)c1	2	6	23	16	4.7	0.85	-15	2
4	COc1ccccc1NC(=O)Cn1cnc2sc(C(=O)Nc3cc(OC)c(OC)c(OC)c3)c(C)c2c1=O	0	8	-18	-16	-1.7	1.1	-11	-1
5	Cc1nc2scc(C)n2c(=O)c1S(=O)(=O)N1CCN(c2cccc(C(F)(F)F)c2)CC1	0	-38	-8	2	-0.4	0.86	-5	-9
6	Cc1c(O)ccc2c(CC(=O)N[C@@H](Cc3c[nH]c4ccccc34)C(=O)O)cc(=O)oc12	-26	-262	0	7	-1.3	1	-8	-2
7	CN(C)C(=O)c1ccc(NC(=O)c2cccc(S(=O)(=O)N3CCCc4ccccc43)c2)cc1	1	3	1	8	-0.5	0.94	-5	-2
8	CCOC(=O)c1ccc(Nc2ncnc3c2cnn3C)cc1	2	-292	-10	3	-1.2	1	-3	1
9	O=C(CNC(=O)c1cccs1)N/N=C/c1cccc(Cl)c1	1	5	0	6	-1.6	0.97	-7	2
10	COCCNC(=O)Cn1cnc2c(cnn2-c2ccc(OC)cc2)c1=O	3	-3	5	-8	-0.4	0.95	3	0
11	CCOC(=O)c1[nH]c2ccc(Br)cc2c1NC(=O)CNC	1	-35	-4	9	-2.5	0.98	-14	-1
12	CC(O)Cn1ccccc1=N (configuration not stated)	1	-6	3	-4	-6.5	1.1	-7	0
13	O=C(/C=C/c1ccccc1)/C=C/c1ccccc1	-3	6	-47	17	-0.7	0.95	5	6
14	COc1ccc(C2CC(=O)n3nc(C45CC6CC(CC(C6)C4)C5)nc3S2)cc1OC (configuration not stated)	1	-14	/	-4	1.2	/	-12	-1
15	COc1ccc(NC(=O)c2ccc3c(c2)N(C)CCS3)cc1	-1	-396	15	23	-0.1	0.93	-4	-35
16	CCOc1ccc(-n2ccnc2)nn1	-2	21	2	4	0.6	0.98	-6	-1
17	COc1ccccc1C(=O)NS(=O)(=O)c1ccc(C)cc1	2	-4	-2	-5	-0.6	1.1	-3	-3
18	O=C(NC1CCCC1)C1(c2ccccc2)CCN(S(=O)(=O)c2ccccc2)CC1	-2	13	2	4	0.4	1.1	13	-1
19	COc1ccc(CN(C(=O)CNC(=O)c2ccco2)C(C(=O)NC2CCCC2)c2ccco2)cc1 (configuration not stated)	-1	14	-1	-22	1.2	0.91	-9	1
20	CC(C)C(=O)N=c1sc2cccc(F)c2n1C	0	22	-20	-13	1.9	1.2	-1	0
21	Cn1c(SCC(=O)NC2CCCCCC2)nnc1-c1cccs1	-1	21	-15	5	0.7	0.87	-9	3
22	COc1cccc(OC)c1C(=O)N1CCOCC1	2	19	5	9	-1.4	1.2	10	-2
23	OC(CNCc1ccc(-c2ccccc2)cc1)c1ccccc1 (configuration not stated)	0	14	-11	3	9.9	1.1	34	-1
24	Cc1nonc1OCCNCCNc1ccc([N+](=O)[O-])cc1Cl	-2	24	-6	8	1.3	0.8	-13	1
25	Cc1ccc(-n2nnnc2SCC(=O)N2CCCCC2)cc1	2	30	2	5	-0.1	0.92	-9	-1

Two entries picked at random from the list so far, as already listed:
no.	SMILES	SENP1 FRET inh	SENP8 block	SENP6 block	PfGluPho inh	MPTP inh	hIAP act	ATG4B inh	NR3A LBD binder
2	C/C(=N\OC(=O)c1ccccc1)c1c(C)nc2cc(C)ccn12	2	5	0	-6	-0.3	1.1	1	5
24	Cc1nonc1OCCNCCNc1ccc([N+](=O)[O-])cc1Cl	-2	24	-6	8	1.3	0.8	-13	1

(listing goes on)
no.	SMILES	SENP1 FRET inh	SENP8 block	SENP6 block	PfGluPho inh	MPTP inh	hIAP act	ATG4B inh	NR3A LBD binder
26	O=C(Cn1c(C(F)(F)F)nc2ccccc21)c1ccc(Br)cc1	1	14	10	0	0.5	1.1	-2	-2
27	CC(NC(=O)NC(=O)c1cccc([N+](=O)[O-])c1)C1CC1 (configuration not stated)	0	9	12	-6	1.4	0.8	6	4
28	C[C@]1(O)CC(=O)C=C[C@H]1Nc1ccccc1	-1	4	/	2	-0.3	/	/	-1
29	O=C(OCC#Cc1c(COC(=O)c2ccccc2)nnn1Cc1ccccc1)c1ccccc1	0	6	-4	-6	-0.4	0.91	5	2
30	Cc1cc(C)n(-c2nc3ccccc3nc2Nc2ccc3c(c2)OCO3)n1	-33	-2	4	25	1.7	0.88	-1	1
31	CC1(C)C(=O)Nc2ccccc2N1C(=O)COC(=O)c1ccc(Cl)c(S(=O)(=O)NCc2ccccc2)c1	1	8	-7	14	-4.9	0.87	-6	-12
32	CC(O)[C@H]1CNC(=S)N1CCc1cccc(F)c1 (some centres not stated)	-3	22	-12	11	-1.5	1.3	-8	-2
33	CC12CN3CC(C)(CN(C1)C3c1ccc3c(c1)OCO3)C2=O (configuration not stated)	2	15	/	-12	-0.9	/	-2	2
34	CCOC(=O)c1c(C)oc(C)c(C(=O)OCC)c1=O	1	11	-1	-2	-0.4	1	6	/
35	COc1ccc(N2CCN(C(=O)Cc3ncc(C(F)(F)F)cc3Cl)CC2)cc1	-1	21	-2	-7	1.5	0.98	-8	1
36	O=C(Nc1cccc(C(F)(F)F)c1)/C(=C\c1ccco1)NC(=O)c1cccs1	-4	1	-6	-16	6.1	1	-4	-3
37	CC(=O)Nc1ccc(NC(=O)Cc2sc(-c3cccnc3)nc2-c2ccc(C)cc2)cc1	-7	-17	-18	-1	-1.6	1.1	-9	-5
38	Fc1ccc(-n2cc(-c3ccccc3)c3c(=S)nc[nH]c32)cc1	2	-6	-4	5	0.1	1.1	3	-8
39	Cc1ccc(C(=O)OCC(=O)Nc2ncc(C(F)(F)F)cc2Cl)cc1NC(=O)c1ccco1	-4	1	-11	-11	4.3	0.94	1	-3
40	CCn1nc(C)cc1C(=O)N1CCCC(N2CCN(Cc3ccc4c(c3)OCO4)CC2)C1 (configuration not stated)	0	17	-2	-9	0.7	0.98	-11	-3
41	COc1cc(/C=N/NC(=O)C(N)=O)ccc1OC(=O)c1cccs1	0	4	-25	-15	-1.9	0.94	7	-4
42	N#Cc1ccsc1NC(=O)CN1CCN(Cc2ccccc2)CC1	-36	-38	-7	14	-0.3	0.99	3	-1
43	O=C(c1ccccc1)C(CCC(CN1CCOCC1)C(=O)c1ccccc1)CN1CCOCC1 (configuration not stated)	1	12	-4	-3	1.1	0.82	-3	1
44	Oc1cccc(-n2nnnc2SCc2ccccc2F)c1	0	19	-12	-12	0.7	0.88	-2	-5
45	O=C(O)c1ccccc1NS(=O)(=O)c1ccc(N/N=C/c2ccc(O)c(O)c2)c([N+](=O)[O-])c1	1	53*	/	-35	6.5	/	40	16*
46	CC(=O)c1cccc(NC(=O)COc2cc(C)on2)c1	-2	9	5	3	0.1	1	-1	1
47	CCN(CC)c1ccc(S(=O)(=O)N(CC)CC)cc1NC(=O)c1cccnc1	3	17	-17	5	-1.3	1	-10	-1
48	CCN(Cc1ccccc1)C(=O)COC(=O)[C@@H]1CCCN1C(=O)c1cccs1	0	7	-14	-7	-0.1	1.2	-5	-1
49	N#Cc1nc(-c2ccc(OCc3ccc(Cl)cc3)cc2)oc1NCCCn1ccnc1	3	-408	-40	4	0.7	1.4	-5	17*
50	CCOC(=O)N1CCN(C(=O)CCN2C(=O)c3ccccc3S2(=O)=O)CC1	3	16	-15	-9	-0.9	1.1	-7	1
51	CCn1cc(S(=O)(=O)NCc2ccc(OC)cc2)cn1	1	-16	-5	-5	-0.3	0.9	4	1
52	CN(C(=O)c1ccc(NC(=O)Cc2ccc(NC(=O)C3CCN(C(=O)c4ccccc4)CC3)cc2)cc1)C1CC1	-2	2	-16	-3	0.0	0.93	4	-2
53	Cc1ccc(-c2ccc(NC(=O)C3C4C=CC(C4)C3C(=O)O)cc2)o1 (configuration not stated)	5	-66	7	-4	2.1	1.1	0	0
54	O=C(/C=C/c1ccco1)Nc1ccc(CN2CCOCC2)cc1	-1	31	-15	17	0.5	0.93	-15	0
55	Cc1cc(=O)oc2cc(OCC(=O)OCC(=O)Nc3ccc(C(N)=O)cc3)ccc12	5	-116	4	-3	0.9	1.1	-3	-9
56	COc1ccc(N2CC(C(=O)N3CCN(C(=O)c4ccco4)CC3)CC2=O)cc1 (configuration not stated)	0	13	-4	8	-0.6	0.98	-5	1
57	CC1CN(C(=O)COC(=O)c2c(Cl)cccc2Cl)CC(C)O1 (configuration not stated)	0	21	-2	-7	0.8	1.1	2	2
58	CCCC[C@@H]1CCCO[C@@](C(=O)NCc2ccccn2)(C(F)(F)F)C1	1	9	-2	0	0.3	0.77	-3	-3
59	CCOC(=O)C1(Cc2ccccc2C(F)(F)F)CCN(C2CCN(C(C)=O)CC2)CC1	-1	20	12	-7	-0.2	1.1	1	-1

Of the compounds above, 8 contain a Cl atom:
no.	SMILES	SENP1 FRET inh	SENP8 block	SENP6 block	PfGluPho inh	MPTP inh	hIAP act	ATG4B inh	NR3A LBD binder
1	Cc1ccc(C(=O)NCc2ccco2)cc1S(=O)(=O)Nc1cccc(Cl)c1	1	12	-1	-28	5.6	1.3	3	-6
9	O=C(CNC(=O)c1cccs1)N/N=C/c1cccc(Cl)c1	1	5	0	6	-1.6	0.97	-7	2
24	Cc1nonc1OCCNCCNc1ccc([N+](=O)[O-])cc1Cl	-2	24	-6	8	1.3	0.8	-13	1
31	CC1(C)C(=O)Nc2ccccc2N1C(=O)COC(=O)c1ccc(Cl)c(S(=O)(=O)NCc2ccccc2)c1	1	8	-7	14	-4.9	0.87	-6	-12
35	COc1ccc(N2CCN(C(=O)Cc3ncc(C(F)(F)F)cc3Cl)CC2)cc1	-1	21	-2	-7	1.5	0.98	-8	1
39	Cc1ccc(C(=O)OCC(=O)Nc2ncc(C(F)(F)F)cc2Cl)cc1NC(=O)c1ccco1	-4	1	-11	-11	4.3	0.94	1	-3
49	N#Cc1nc(-c2ccc(OCc3ccc(Cl)cc3)cc2)oc1NCCCn1ccnc1	3	-408	-40	4	0.7	1.4	-5	17*
57	CC1CN(C(=O)COC(=O)c2c(Cl)cccc2Cl)CC(C)O1 (configuration not stated)	0	21	-2	-7	0.8	1.1	2	2
